Vif-APOBEC3F blk – inhibitors of Vif-A3F interaction; HeLa A3F-eYFP + Vif (tagged APOBEC3F with the HIV-1 protein that degrades it), YFP fluorescence increase; Potency, µM (doses to about 46.1 µM), for inactives: at the top dose activity, negative = active; actives 0.2% (n = 390,000); also: potency is read from the fitted curve at half-maximal effect; % of control where 0% means no effect; nearly all actives have a fitted effect of over 65% in size
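HeLa cells stably expressing A3F-eYFP plus Vif, plated and incubated overnight at 37 deg C, then exposed to compounds overnight at 37 deg C. Blocked degradation read as raised yellow fluorescence (Ex 488/Em 500-530).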
D2 PAM – D2 dopamine receptor (human) potentiation; HEK293 T-REx D2, calcium flux, EC20 dopamine potentiation; potentiation, % at 10 µM; actives 0.34% (n = 340,000); P14416;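 active = potentiation over 3 SD above the plate norm, cut at about 30% in these data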; also: 0% is about no effect
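Potentiation of an EC20 dopamine calcium response measured kinetically over 180 s, after a preceding 180 s compound-only read flagging agonists. Cells: inducible Hek293 Trex D2 line, 4000/well, cultured overnight at 30 C before dye loading.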
LDHA inh – LDHA (human) enzyme inhibition. P00338. purified LDHA, NADH/diaphorase-resazurin fluorescence; hits give low values. activity change, % (values are at about 110 or 230 µM). actives 0.15% (n = 480,000); in the data active = activity change below about -30%; inconclusive = mostly about -25% to -30%;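 also: plate controls were DMSO wells for no effect and wells without enzyme for full effect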
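Remaining NADH was detected by diaphorase (0.133 mg/mL) converting 37 µM resazurin to fluorescent resorufin, read at 0 and 20 minutes. The preceding 5-minute room-temperature reaction used 2 nM LDHA, 0.2 mM sodium pyruvate and 0.06 mM NADH at pH 7.4.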
Vif-A3G inh – blocks the Vif interaction with human APOBEC3G | actives 0.076% (n = 410,000) | Q9HC16 | AID 602310 | HeLa A3G-eYFP + Vif (tagged APOBEC3G with the HIV-1 protein that degrades it), YFP fluorescence, overnight | Potency, µM (titrated, usually from 46.1 µM), without a hit: top-dose activity, negative = active, most hits filed as inhibitors;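 also: potency is read from the fitted curve at half-maximal effect; % is scaled to controls: 0 for no effect and ±100 for the full control effect; nearly all actives have a fitted effect of over 60% in size; hits raise eYFP signal because A3G escapes Vif-driven loss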
Target sequence (Q9HC16 whole entry, looked up): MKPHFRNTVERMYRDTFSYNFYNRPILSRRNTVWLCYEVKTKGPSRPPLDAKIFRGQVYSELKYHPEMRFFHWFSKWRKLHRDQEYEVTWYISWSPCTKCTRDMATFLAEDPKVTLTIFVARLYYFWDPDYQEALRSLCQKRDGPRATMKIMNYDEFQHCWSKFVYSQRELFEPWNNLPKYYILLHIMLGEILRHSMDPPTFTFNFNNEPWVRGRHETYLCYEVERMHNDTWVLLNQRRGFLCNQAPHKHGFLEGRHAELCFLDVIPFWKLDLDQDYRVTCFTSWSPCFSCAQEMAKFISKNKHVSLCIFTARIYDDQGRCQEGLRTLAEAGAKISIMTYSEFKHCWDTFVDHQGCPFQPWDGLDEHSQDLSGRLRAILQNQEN
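HeLa cells stably expressing Vif and C-terminally eYFP-tagged A3G, seeded overnight at 37 deg C, then exposed to compound by pintool overnight at 37 deg C. Rise in yellow fluorescence (Ex 488/Em 500-530, Acumen) marks blocked Vif-driven A3G degradation.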
D1 antag – blocks dopamine activation of the human D1 receptor | AID 504652 | P21728 | HEK293 TREx D1 cells, calcium flux, dopamine EC80; hits give low values | actives 3.2% (n = 360,000) | activity change, negative = inhibition, % at 10 µM; in the data active = activity change below about -30%; also: % is scaled to controls: 0 for no effect and ±100 for the full control effect
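Tetracycline-induced HEK293 Trex D1 cells, force-coupled to calcium, dye-loaded; compounds added and read 180 s, then EC80 dopamine added and calcium flux tracked kinetically another 180 s.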
D1 ag – agonists of human D1 dopamine receptor; HEK293 T-REx D1 cells, calcium flux, agonist mode; activation, % at 2 µM; actives 1% (n = 360,000); AID 504660; in the data active = activation above about 30%; also: 0% is about no effect
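Agonism was scored from calcium flux recorded over 180 s (1 read/s) after pintool compound addition, following a 10-cycle baseline. Cells were inducible force-coupled HEK293 TREx D1, plated overnight at 30 C and loaded with no-wash calcium dye.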
D1 potentiator – potentiators of human D1 dopamine receptor | potentiation, % at 10 µM | HEK293 TREx D1 cells, calcium flux, dopamine EC20 potentiation | actives 0.036% (n = 360,000); in the data active = potentiation above about 30%; also: 0% is about no effect
GRP78 ERSR act – induces the endoplasmic reticulum stress response in human glioma cells; AID 602332; U87-MG GRP78 promoter luciferase reporter, 16 h; Potency, µM, without a hit: top-dose activation, hits mostly activators; actives 0.02% (n = 420,000); also: potency is read from the fitted curve at half-maximal effect; series mostly up to about 76 µM; % of control where 0% means no effect; nearly all actives have a fitted effect of over 35% in size
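Stably transfected U87-MG human glioma cells carrying a GRP78-based luminescent sensor were seeded at 1000 cells/well, pin-dosed with compounds and incubated 16 h. Luciferase reagent was then added, and end-point luminescence was read after 10 min at room temperature.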
RXFP1 ag – activates the human relaxin receptor RXFP1. actives 0.3% (n = 370,000). Q9HBX9. Potency, µM (top dose mostly 57.5 µM), for the others: at the highest dose activation, usual class: activators. HEK293T-RXFP1 cAMP TR-FRET, 30 min; response scale: percent of porcine relaxin response, buffer zero. AID 2676; also: potency is read from the fitted curve at half-maximal effect; % is scaled to controls: 0 for no effect and ±100 for the full control effect; nearly all actives have a fitted effect of over 60% in size; many of its hits are not listed in these tables
Target sequence (Q9HBX9 whole entry, looked up): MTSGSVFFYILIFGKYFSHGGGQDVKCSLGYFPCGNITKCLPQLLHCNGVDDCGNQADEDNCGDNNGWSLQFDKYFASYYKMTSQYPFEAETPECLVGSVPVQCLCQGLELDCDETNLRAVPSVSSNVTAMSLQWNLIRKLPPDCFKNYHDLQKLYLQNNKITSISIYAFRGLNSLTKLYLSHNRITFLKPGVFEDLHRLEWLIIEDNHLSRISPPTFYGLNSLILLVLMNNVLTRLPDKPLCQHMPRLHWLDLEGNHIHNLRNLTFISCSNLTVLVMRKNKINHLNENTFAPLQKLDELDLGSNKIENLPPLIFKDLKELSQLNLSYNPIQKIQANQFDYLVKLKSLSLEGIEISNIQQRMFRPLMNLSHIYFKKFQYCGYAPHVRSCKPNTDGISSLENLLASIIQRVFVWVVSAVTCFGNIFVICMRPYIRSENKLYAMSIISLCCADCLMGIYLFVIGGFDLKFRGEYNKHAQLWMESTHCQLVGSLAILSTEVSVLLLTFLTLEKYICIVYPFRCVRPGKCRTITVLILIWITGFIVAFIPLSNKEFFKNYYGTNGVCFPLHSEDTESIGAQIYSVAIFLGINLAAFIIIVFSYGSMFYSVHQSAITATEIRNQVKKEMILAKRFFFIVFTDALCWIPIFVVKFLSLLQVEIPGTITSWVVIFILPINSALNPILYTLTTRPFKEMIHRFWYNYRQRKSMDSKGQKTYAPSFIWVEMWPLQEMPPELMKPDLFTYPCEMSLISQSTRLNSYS
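HEK293 cells stably expressing RXFP1, treated 30 min at 37C with compounds plus PDE4 inhibitor Ro 20174; cAMP measured by HTRF TR-FRET. Normalized to buffer and 29 nM porcine relaxin; EC50 by Hill fit.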
Starred values were filed as active, the others as inactive; ? = inconclusive; · = not tested or not shown. Unless noted, calls follow the shape of the dose curve; as a rule, active = well fitted curve in the direction sought with a large enough effect; inconclusive = small, poorly fitted or top-dose-only effect, or another doubt; inactive = no such curve, though single readings can be large; an effect the other way counts as inactive or inconclusive. A portion of the library; the hit share may differ from the screen's.

Below each SMILES: Vif-APOBEC3F blk, D2 PAM, LDHA inh, Vif-A3G inh, D1 antag, D1 ag, D1 potentiator, GRP78 ERSR act, RXFP1 ag
COc1cc(/C=C(\C#N)c2nc3ccccc3[nH]2)cc(Br)c1OCc1ccccc1
 : ?, 13, -2, -24%, -6, 3, 3, -4%, 4.4%
Cc1nc(Cl)c(C(=O)NC(=O)NCc2ccccc2)c(C)c1Cl
 : 10%, -11, -8, -1%, 8, 0, 2, 0%, 0.3%
O=C(CCC(=O)OCc1cccc(C(=O)Oc2ccccc2)c1)Nc1cccc2ccccc12
 : -9%, 0, 2, 1%, -5, 1, -6, 1%, 0.2%
CCn1c(SCC(=O)Nc2ccc(F)cc2)nnc1-c1cnccn1
 : -7%, 2, -17, 3%, 4, 1, 3, 0%, 0.9%
O=C(C1CC1)N1CCc2cc(Br)cc(S(=O)(=O)NCCN3CCOCC3)c21
 : 0%, -16, 0, 0%, -9, 3, 2, -3%, 3.2%
CCC(c1nnc(SCC(=O)Nc2cc(S(C)(=O)=O)ccc2Cl)n1Cc1ccccc1)N(C)C (centres undefined)
 : 3%, -2, 0, 0%, -2, 3, -2, -2%, 1.3%
CCC(=O)Nc1ccc(C(=O)NNC(=O)COc2cc(C)ccc2C)cc1
 : -10%, 8, -7, 1%, -11, 2, -1, -3%, -1.2%
FC(F)(F)c1cc(-c2ccco2)nc(NCc2cccnc2)n1
 : -32%, 3, -9, -31%, 6, 4, -2, -3%, 4.0%
COc1cc(NC(=O)/C=C/c2ccccc2[N+](=O)[O-])cc(OC)c1
 : -1%, ·, -3, 0%, 1, 1, -4, 4%, 0.2%
CC(C)c1ccc(/C=N/n2c(COc3ccccc3)n[nH]c2=S)cc1
 : 18%, -6, 0, -10%, 8, 2, 0, -4%, 2.9%
CC(CCc1ccccc1)NC(=O)CC(C)c1ccccc1 (centres undefined)
 : 13%, -4, -1, 0%, 0, 3, -1, -2%, -1.5%
COc1ccc(CCNC(=O)C/C(C)=N/NC(=O)C(c2ccccc2)c2ccccc2)cc1OC
 : -3%, 3, -19, 0%, 2, 6, 6, -3%, -0.7%
COc1ccccc1C(=O)Nc1ccc2c(C)cc(=O)oc2c1
 : -1%, 19, 0, 0%, -12, 0, 0, 0%, 20%
O=C(CNCc1ccc(F)cc1)Nc1ccccc1-c1ccccc1
 : 1%, -12, -4, -2%, 8, 0, -2, -4%, 0.0%
CN(C)/C=C/C(=O)c1ccn(S(=O)(=O)c2ccccc2)c1
 : -1%, 5, -3, 1%, -2, 2, -2, 0%, -0.4%
CC(C)n1c(-c2ccco2)csc1=Nc1cccnc1
 : 4%, -6, -3, 2%, -26, 6, -5, 0%, 3.7%
COc1ccc(OC)c(C2C(C(N)=O)=C(C)Nc3nc(CCCO)nn32)c1 (centres undefined)
 : -4%, -2, 3, -1%, -1, -2, 0, 0%, 1.6%
O=C(Nc1cc(-c2nc3cc(Cl)ccc3o2)ccc1Cl)c1cc([N+](=O)[O-])ccc1N1CCOCC1
 : -4%, -4, -15, 1%, 11, -1, -4, 1%, -3.7%
Cc1cc(C)nc(-n2ncc3c2CC(c2cccc(Cl)c2)CC3=O)n1 (centres undefined)
 : -2%, -1, -5, ?, 27, 5, -1, -6%, -1.9%
CC1(C)Cc2cccc(C(=O)Nc3ccncc3)c2O1
 : 2%, 4, -10, 1%, 6, 4, -3, 0%, -0.6%
O=C(CN1C2CCC1CC(NC(=O)Nc1ccccc1)C2)NCc1ccco1 (centres undefined)
 : -3%, -9, -4, 0%, -4, 3, -13, 1%, 0.9%
C=CCC1=C/C(=C\c2c(N)n3nc(CC(=O)N4CCOCC4)sc3nc2=O)C=C(OC)C1=O
 : 6%, ·, 3, 6%, 2, 38*, 0, -5%, -4.2%
CNC(=O)c1nn(-c2ccc(C)cc2)ccc1=O
 : -7%, 1, -5, -6%, -10, 0, -3, 11%, 2.1%
COc1ccc(CN(C)CCCn2cnc(C(=O)Nc3ccc(C)c(C)c3)n2)cc1OC
 : -5%, ·, 2, 1%, ·, ·, ·, 0%, ·
CC1(C)CC(=O)C=C(c2cccc(Br)c2)C1
 : -7%, -3, -5, -3%, ·, -3, 0, 0%, -1.1%
CCOc1ccc(N2CC(C(=O)OC)CC2=O)cc1 (centres undefined)
 : 7%, -1, 0, 3%, -5, -3, -2, -5%, 0.9%
CN(C)c1ccc(CNc2ncnc3sccc23)cc1
 : -25%, 18, 0, 0%, 5, 23, -5, -2%, 1.6%
CCc1nn(CC(=O)NCCCN2CCN(C)CC2)c(=O)c2cc3sccc3n12
 : 3%, 9, -3, -13%, 2, 3, 9, 0%, 9.3%
O=C(Nc1ccc2c(c1)OCO2)c1cncc(Br)c1
 : -14%, 2, -4, 0%, -11, 0, -1, 4%, -1.5%
O=c1c2ccccc2c(-c2n[nH]c(=S)o2)nn1Cc1ccccc1
 : -5%, 4, -1, -1%, 2, -1, -1, 3%, 20%

Below each SMILES: Vif-APOBEC3F blk, D2 PAM, LDHA inh, Vif-A3G inh, D1 antag, D1 ag, D1 potentiator, GRP78 ERSR act, RXFP1 ag
O=C(N/N=C/c1ccc(Cl)s1)c1ccccc1[N+](=O)[O-]
 : -1%, 6, 0, -7%, 2, 1, 0, -1%, -2.4%
O=C(CCc1nc(-c2ccccc2)no1)NCc1ccco1
 : 0%, 13, -6, -1%, -24, 0, 0, 0%, 1.5%
CCCCn1c(=O)n(C)c(=O)c2c(C(F)(F)F)cc(-c3ccncc3)nc21
 : 0%, 10, 0, -10%, 6, -1, 0, -6%, 3.6%
Cc1cc2c(c(=O)o1)C(C13C=CC(CC1)C3)C(C#N)=C(N)O2 (centres undefined)
 : -16%, 10, 6, -7%, 13, -2, -8, -2%, 1.9%
N#CC1(NC(=O)COC(=O)c2nccnc2N)CCCCC1
 : -16%, -2, -3, -1%, 2, 3, -4, -3%, 4.4%
CC12CCC(C(=O)NCCCN3CCOCC3)(OC1=O)C2(C)C (centres undefined)
 : -9%, 6, -3, 7%, 7, 0, 2, -3%, -0.3%
Cc1ccc(CNC(=O)Cc2cn(C)c3ccccc23)cc1
 : ?, ·, -4, 2%, 11, 3, 0, -3%, -0.4%
Cc1occc1C(=O)Nc1cnn(CCCC(=O)O)c1
 : -4%, -6, 1, -2%, -17, 2, -1, 6%, -2.3%
CCCCC1=CC2=C(c3ccco3)C(=O)C(C)(OC(=O)c3ccc(OC)cc3)C(=O)C2=CN1c1ccccc1 (centres undefined)
 : 0%, -3, 3, 1%, -2, 3, -4, -1%, 0.0%
CCC(=O)Nc1cccc(NC(=O)CSc2nnc(-c3ccc(NS(C)(=O)=O)cc3)n2CC)c1
 : 4%, 5, -14, -6%, -6, -3, -2, -2%, -1.4%
CCN(c1ccc(OC)cc1)S(=O)(=O)c1nnc(NC(=O)C(C)C)s1
 : 6%, 1, -7, -7%, -22, 4, -6, -2%, 2.2%
C=CCNc1cc(N2CCCC2)ccc1[N+](=O)[O-]
 : 1%, ·, 3, -2%, -3, 3, 3, -1%, 0.2%
O=S(=O)(c1ccc(F)cc1)c1nc(-c2ccccc2F)oc1N1CCCCC1
 : -8%, 2, 1, 0%, 28, 2, 2, 0%, 0.6%
N#CCC(=N)N1CCN(c2ccccc2)CC1
 : 3%, -8, 2, 0%, -5, 2, -11, -2%, 2.1%
CC(C)c1ccc(S(=O)(=O)N2CCC(N3CCN(Cc4ccccc4)C(=O)C3=O)CC2)cc1
 : -2%, -4, -15, -4%, -1, 3, 2, 0%, 1.1%
COc1ccc(C(=O)NCCC2=CCCCC2)cc1[N+](=O)[O-]
 : -5%, -23, -6, 3%, -3, 0, -2, 10%, 1.8%
COc1ccc2[nH]c(=S)[nH]c2c1
 : -1%, 4, 0, -5%, -5, 3, -3, -3%, 1.0%
COc1ccccc1Cc1nnc(NC(=O)C2CCN(C(=O)c3ccco3)CC2)s1
 : 2%, 2, -1, -5%, 14, 4, 5, -2%, 2.9%
COc1ccc(NC(=O)CNS(=O)(=O)c2ccc(Cl)cc2)cc1OC
 : 1%, 5, 0, 2%, -20, 4, -3, -3%, 1.7%
CC(C)CCC(=O)N1CCC(N2CCC(C(=O)NCc3ccccn3)CC2)CC1
 : ?, -3, 1, -1%, -9, 6, -6, -2%, 3.2%
Cc1nn(C2CCS(=O)(=O)C2)c(Cl)c1/C=C/C(=O)OCC(N)=O (centres undefined)
 : 4%, -2, -2, 1%, -15, 2, -7, -2%, -0.2%
CCOC(=O)C(C(=O)OCC)C(C(=O)OCC)N1CCOCC1 (centres undefined)
 : 1%, 7, 0, 0%, -4, 3, -3, -1%, -1.6%
Cc1cccc(NC(=O)CSc2nc(=O)n(CCCN3CCOCC3)c3c2CCCC3)c1C
 : -1%, ·, 3, 1%, ·, ·, ·, -1%, ·
COc1ccccc1/C=C1\SC(=S)N(NS(=O)(=O)c2ccc(C)cc2)C1=O
 : -5%, 1, -1, -9%, 13, 2, 0, -1%, 3.9%
c1nc(Nc2ccc(N3CCOCC3)cc2)c2ccsc2n1
 : -15%, 2, -3, 3%, -8, 0, 2, 4%, 3.6%
COc1ccc(OC)c(/C=C2\S/C(=N/NC(=O)c3ccc4ccccc4c3)NC2=O)c1
 : ?, -1, -5, 2%, -22, 6, -2, -4%, 0.2%
CCC(Cc1ccccc1)NCc1c(C(=O)O)c(C)n(Cc2ccccc2)c1C (centres undefined)
 : 7%, -1, -2, 1%, -8, 1, 4, -2%, 1.1%
COc1ccc(NC(=O)COC(=O)c2ccc(O)cc2)c([N+](=O)[O-])c1
 : -1%, 0, -6, 0%, -4, 5, 1, -1%, 3.0%
COc1ccc(S(=O)(=O)NCCSCc2cccs2)cc1
 : 0%, 8, -12, 0%, -5, 6, -3, -5%, 0.4%
CCC(=O)Nc1ccc(Cl)c(-c2nc3ncccc3o2)c1
 : -10%, 1, -5, 0%, 11, 1, 8, -3%, 5.2%
O=C(CNC(=O)c1ccc(S(=O)(=O)N2CCCC2)cc1)N/N=C/c1c(Cl)cccc1Cl
 : -8%, -6, -5, 0%, 0, 13, -4, -5%, -0.4%
Cc1ccccc1OCC(O)COc1ccccc1C
 : -3%, ·, -6, -8%, ·, ·, ·, 3%, ·

Bioassay records from PubChem BioAssay.
